Source: PubChem
D1 antagonist: Antagonist of Human D 1 Dopamine Receptor: qHTS | D(1A) dopamine receptor (Homo sapiens), P21728 | HEK293 TREx D1 cells, calcium flux, dopamine EC80; hits give low values | activity change, negative = inhibition, % at 10 µM | 3.2% of 360,000 active; in the data active = activity change below about -30%; also: % is scaled to controls: 0 for no effect and ±100 for the full control effect
Target sequence (P21728 whole entry, looked up): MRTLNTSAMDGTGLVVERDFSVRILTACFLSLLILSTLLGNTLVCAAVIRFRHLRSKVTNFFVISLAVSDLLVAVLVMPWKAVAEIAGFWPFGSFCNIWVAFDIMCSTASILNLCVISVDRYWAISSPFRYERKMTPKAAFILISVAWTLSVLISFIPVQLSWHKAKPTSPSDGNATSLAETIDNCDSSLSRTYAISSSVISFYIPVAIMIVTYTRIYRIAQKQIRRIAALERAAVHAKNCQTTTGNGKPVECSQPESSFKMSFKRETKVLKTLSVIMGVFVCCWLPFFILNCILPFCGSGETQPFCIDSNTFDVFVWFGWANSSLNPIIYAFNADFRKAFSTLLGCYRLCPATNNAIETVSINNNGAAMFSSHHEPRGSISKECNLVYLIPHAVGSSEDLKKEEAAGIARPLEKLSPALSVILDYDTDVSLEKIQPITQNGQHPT
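Compound effects on dopamine-evoked calcium signalling were measured in tetracycline-induced HEK293 Trex D1 cells. Dopamine at EC80 followed a 180 s compound pre-read, and fluorescence was tracked kinetically for 180 s more.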
D1 agonist: Allosteric Agonists of the Human D1 Dopamine Receptor: qHTS; D(1A) dopamine receptor (Homo sapiens), P21728; HEK293 T-REx D1 cells, calcium flux, agonist mode; activation, % at 2 µM; 1% of 360,000 active; AID 504660, 2011; also: 0% is about no effect
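Inducible HEK293 T-REx D1 cells, force-coupled to calcium signalling, were plated at 4000 cells/well with tetracycline and held overnight at 30 C. After no-wash calcium dye loading, compound-evoked calcium rise over 180 s flagged agonists.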
RXFP1 antagonist: qHTS Assay for Antagonists of the Relaxin Receptor RXFP1; Relaxin receptor 1 (Homo sapiens), Q9HBX9; HEK293-RXFP1, relaxin-stimulated cAMP HTRF, 30 min; hits give low values; activity change, negative = inhibition, % at 57.5 µM; 0.59% of 350,000 active; AID 1259400, 2018;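 active = activity change of -60% or lower, but not beyond a set lower limit; inconclusive = change between -60% and -40%, or beyond the set limit; inactive = change above -40%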; also: % is scaled to controls: 0 for no effect and ±100 for the full control effect
TRHR PAM: qHTS for Small Molecule Agonists and Allosteric Enhancers of Human TRH Receptor: Primary Screen for Enhancers; Thyrotropin-releasing hormone receptor (Homo sapiens), P34981; TRHR cells, fluo-8 calcium fluorescence, EC20 TRH enhancement; enhancement, % at 2 µM; 0.66% of 360,000 active; in the data active = enhancement above about 30%; also: 0% is about no effect
Target sequence (P34981 whole entry, looked up): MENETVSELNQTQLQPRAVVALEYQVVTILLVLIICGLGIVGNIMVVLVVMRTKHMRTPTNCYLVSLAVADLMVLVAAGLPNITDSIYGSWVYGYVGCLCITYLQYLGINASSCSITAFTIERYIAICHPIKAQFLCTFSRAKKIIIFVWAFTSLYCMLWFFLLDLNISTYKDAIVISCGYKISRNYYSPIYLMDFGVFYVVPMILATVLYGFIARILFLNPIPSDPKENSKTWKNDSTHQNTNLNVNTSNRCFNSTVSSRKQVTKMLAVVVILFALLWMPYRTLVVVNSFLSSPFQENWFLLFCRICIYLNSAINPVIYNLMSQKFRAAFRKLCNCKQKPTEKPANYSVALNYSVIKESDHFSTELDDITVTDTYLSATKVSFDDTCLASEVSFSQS
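Enhancer read-out: after compound pinning and an initial kinetic agonist-mode read, an EC20 of TRH (10 nM final) was injected and fluo-8 calcium signal (Ex 480/Em 530) followed at 1 s/cycle for 100 cycles in TRHR-expressing cells.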
D2 ag: HTS Assay for Allosteric Agonists of the Human D2 Dopamine Receptor: Primary Screen for Agonists; D(2) dopamine receptor (Homo sapiens), P14416; activation, % at 2 µM; AID 485358, 2010; HEK293 T-REx D2 cells, calcium flux agonist mode; 0.53% of 340,000 active;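 active = activation over 3 SD above normal in the single-dose calcium agonist read, cut at about 30% in these data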; also: 0% is about no effect
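In this primary screen, compounds producing a positive calcium signal within 180 s of addition to tetracycline-induced, force-coupled HEK293 Trex D2 cells are flagged; cells are dye-loaded with a no-wash calcium kit beforehand.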
D1 potentiator: Potentiators of Human D1 Dopamine Receptor: qHTS. D(1A) dopamine receptor (Homo sapiens), P21728. HEK293 TREx D1 cells, calcium flux, dopamine EC20 potentiation. potentiation, % at 10 µM. 0.036% of 360,000 active; in the data active = potentiation above about 30%; also: 0% is about no effect
TRHR ag: qHTS for Small Molecule Agonists and Allosteric Enhancers of Human TRH Receptor: Primary Screen for Agonists | AID 493084, 2011 | activation, % at 2 µM | TRHR cells, calcium flux fluo-8, FDSS agonist mode | 0.18% of 360,000 active | Thyrotropin-releasing hormone receptor (Homo sapiens), P34981; also: 0% is about no effect
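TRHR-expressing cells, plated overnight in medium with 10% serum, were loaded with fluo-8 calcium dye at room temperature. After a 10 s baseline, library compound was pin-added and calcium release was recorded kinetically (ex 480/em 530) as agonist response.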
D2 antagonist: HTS Assay for Allosteric Antagonists of the Human D2 Dopamine Receptor: Primary Screen for Antagonists; inhibition, % at 10 µM; HEK293 TREx D2 cells, calcium flux, dopamine EC80; AID 485344, 2010; D(2) dopamine receptor (Homo sapiens), P14416; 2% of 340,000 active; in the data active = inhibition above about 30%; also: 0% is about no effect
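Read-out: kinetic calcium fluorescence (1 cycle/s) in inducible HEK293 T-REx D2 cells after an EC80 dopamine addition that followed 180 s compound preincubation. Loss of the dopamine response indicates antagonism.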
D2 potentiator: HTS Assay for Positive Allosteric Modulators of the Human D2 Dopamine Receptor: Primary Screen for Potentiators. AID 485347, 2010. D(2) dopamine receptor (Homo sapiens), P14416. potentiation, % at 10 µM. 0.34% of 340,000 active. HEK293 T-REx D2, calcium flux, EC20 dopamine potentiation;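 active = potentiation over 3 SD above the plate norm, cut at about 30% in these data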; also: 0% is about no effect
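Primary screen. Calcium kinetics in induced HEK293 T-REx D2 cells: compound pre-addition 180 s, EC20 dopamine, 180 s more.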
An asterisk follows results filed as active; u = inconclusive; x = no result given. Rule as the data show it, unless noted: active = activation above about 30%; inactive = the rest.

mol	D1 antagonist	D1 agonist	RXFP1 antagonist	TRHR PAM	D2 ag	D1 potentiator	TRHR ag	D2 antagonist	D2 potentiator
COc1cccc(C(CC(=O)NCCN2CCOCC2)NS(=O)(=O)c2ccc(C)cc2)c1OC (stereo unspecified)	1	0	1	-8	x	-1	0.3	x	1
Clc1ccc(C[n+]2cc(-c3ccc(Cl)cc3)n3c2CCC3)cc1	2	5	-13	1	0.5	-2	-0.3	44*	-21
Cc1cc(NC(=O)COC(=O)c2cccc(S(=O)(=O)N(C)C3CCCCC3)c2)no1	-13	3	9	-2	-0.2	-5	0.3	13	-5
C/C=C(\C)CN1CCC(n2nccc2NC(=O)c2ccc(OC)cc2)CC1	2	0	0	-4	-1.0	3	0.3	15	-18
CC(C)c1ccc(NC(=O)C(=O)c2cn(CC(=O)N3CCCCC3)c3ccccc23)cc1	-7	3	-17	-7	0.8	-10	0.9	6	-12
COC(=O)Cc1[nH]nc2c1C1(C(=O)N(Cc3ccccc3)c3ccccc31)C(C#N)=C(N)O2 (stereo unspecified)	0	3	3	-6	0.1	-6	0.0	-10	-3
COC(=O)c1c(N)n(-c2ccc(N3CCOCC3)cc2)c2nc3ccccc3nc12	-2	0	x	1	x	-8	0.3	x	x
Cc1c(CCNC(=O)c2ccc(C(C)(C)C)cc2)sc2nc(-c3ccc(F)cc3)nn12	x	11	-6	2	-1.1	2	1.0	x	-2
O=C(CN1CCC(NC(=O)Nc2ccc(F)cc2)CC1)Nc1ccccc1[N+](=O)[O-]	-26	3	-37	8	-0.9	-2	-0.8	-7	-8
CC(C)(C)NC(=O)NC(=O)COC(=O)c1cc[n+]([O-])cc1	7	2	8	1	2.7	-6	0.4	3	3
Cc1cc(C)cc(NC(=O)C2CCN(C(=O)c3cccs3)CC2)c1	-6	6	-27	-2	1.1	-7	-0.7	15	-22
COc1ccc(NC(=O)c2ccc3nc(CCc4ccccc4)oc3c2)cc1	6	16	-18	-3	1.5	-5	0.9	x	8
COc1ccccc1CNC(=O)C1CCN(S(=O)(=O)c2ccc3c(c2)NC(=O)CO3)CC1	9	-1	2	3	0.4	1	0.1	0	-1
O=C(O)c1ccc(-c2nnc(-c3ccc([N+](=O)[O-])cc3)o2)cc1	-1	2	-3	9	-0.1	-1	0.4	-5	3
COc1cc(-c2noc(-c3ccc(NCC4CCCO4)c([N+](=O)[O-])c3)n2)cc(OC)c1OC (stereo unspecified)	-7	9	x	-5	-1.1	-4	0.7	x	-13
O=C(Nc1ccccc1N1CCCC1)c1ccc([N+](=O)[O-])o1	2	2	6	0	0.0	0	-1.2	-4	-5
Cc1cc(F)ccc1NC(=O)C1CCCN(S(=O)(=O)c2ccc3c(c2)CCCC(=O)N3)C1 (stereo unspecified)	-15	0	x	16	x	0	1.3	x	4
O=C(Nc1ccc(F)cc1)/C(=C1/CCCCCN1)[N+](=O)[O-]	5	3	-9	2	0.6	1	0.4	-8	7
Cc1[nH]c2ccccc2c1C(=O)COC(=O)c1nccnc1N	4	5	-66*	4	0.0	-1	1.3	-1	-8
C=CCNC(=S)N/N=C/c1ccc(-c2ccc(OC)cc2)o1	-18	2	-4	0	-0.2	8	-0.1	19	-10
COc1ccc(NC(=O)C(NC(C)=O)C(=O)Nc2ccc(F)cc2)cc1 (stereo unspecified)	-1	2	0	0	0.3	0	-0.1	-16	14
Cc1ccc(C)c(NC(=O)Cn2cc(S(=O)(=O)Cc3cccc(Cl)c3)c3ccccc32)c1	-12	7	-12	9	-0.6	0	1.0	x	2
C#CC[N+](C)(C)CCCCCCCCC	17	3	7	6	-2.2	3	1.4	-18	14
COc1cccc(/C(O)=C2/C(=O)C(=O)N(CCN(C)C)C2c2ccccn2)c1 (stereo unspecified)	-2	3	-3	-4	-0.4	0	0.5	6	-3
COc1ccc(C(=O)CCNc2cccc(Cl)c2)cc1	-18	2	-3	-2	-0.4	-5	-0.1	-9	-9
O=C(CNc1ccccc1)N/N=C/c1cc([N+](=O)[O-])ccc1N1CCCC1	-31*	2	-2	-16	-1.2	-9	-0.9	2	-21
CCOc1ccc(S(=O)(=O)N(C)CC(=O)N2CCCC2)cc1	-10	2	6	3	1.9	-1	-0.2	-9	5
COc1cccc(-c2cc(C(=O)Nc3cccc(O)c3)no2)c1	0	4	-5	6	0.0	-4	0.6	11	-2
CC(C)=CCc1c(O)c(CC=C(C)C)c2c(c1O)C(=O)CC(c1ccc(O)cc1)O2 (stereo unspecified)	-1	-4	4	2	0.2	-3	0.1	-5	9
COc1ccc(CCNC(=O)Cn2c(=O)n(-c3ccccc3)c(=O)c3c(C)c(C)sc32)cc1OC	2	-1	4	10	-1.0	1	-1.4	x	7
CCOC(=O)c1c(NC(=O)C2c3ccccc3Oc3ccccc32)sc(C(N)=O)c1C	11	2	-17	3	0.6	7	0.2	14	3
Cc1occc1-c1nnc(SCC(=O)N2CCCCC2C)o1 (stereo unspecified)	6	2	-4	-3	0.3	13	0.1	-1	1
O=[N+]([O-])c1cc(S(=O)(=O)Nc2ccccc2)ccc1NCc1ccccc1	-5	0	x	-13	-0.3	-4	-0.3	-3	3
O=C(CSc1nc2[nH]ncc2c(=O)[nH]1)Nc1ccccc1F	-19	2	11	7	-0.3	-6	0.1	-11	2
O=C(NCc1ccco1)C1CCCN(c2nnc(-n3cccc3)s2)C1 (stereo unspecified)	-39*	2	15	6	-0.1	-1	0.0	4	-4
Clc1ccc2nc(-c3cccs3)c(Nc3ccc4c(c3)OCCO4)n2c1	7	0	-14	-2	-1.2	-1	-1.3	x	4
O=C(OCc1ccc([N+](=O)[O-])cc1)c1cnc(Cl)c(Cl)c1	-19	0	-8	-14	-0.6	2	-0.5	18	-13
COc1cc2c(cc1OC)C(=O)CCS2	x	0	-2	-9	-0.4	-1	-0.1	4	-6
CC(OC(=O)c1ccc2ncsc2c1)C(=O)Nc1ncc(Cl)cc1Cl (stereo unspecified)	-7	3	-11	-3	-0.2	-5	-0.2	-6	-11
CC1CC(C)CN(CCCNC(=O)c2cc3c(s2)-c2ccccc2OC3)C1 (stereo unspecified)	1	7	u	9	0.7	-2	1.8	-25	-28
Cc1ccc(CNC(=O)C(=O)NCC(c2ccco2)S(=O)(=O)c2ccccc2)cc1 (stereo unspecified)	2	3	-27	-2	1.0	0	0.4	x	4
CS(=O)(=O)N(CCc1ccccc1)CC(=O)Nc1ccc(Br)cc1F	-24	2	5	-2	-0.3	-6	2.0	4	-4
Cc1cccc(NC(=O)Cc2ccc(Br)cc2)n1	-3	-1	-22	-2	0.0	1	-0.6	14	6
C[C@H](NC(=O)[C@H](Cc1ccccc1)n1c(=O)[nH]c2ccccc2c1=O)C(=O)N1CCC[C@H]1C(=O)O	4	1	8	3	-0.9	4	0.3	19	13
Cc1csc(NC(=O)c2ccc(Cn3nc(C)c(Br)c3C)o2)n1	-14	2	-9	-9	0.6	-5	-0.8	6	12
CCC1(C)CC(c2csc(N)n2)CCO1 (stereo unspecified)	0	1	-1	-1	0.1	-3	0.0	-1	-5
Cc1ccc([N+](=O)[O-])cc1NC1CC(O)C(CO)O1 (stereo unspecified)	10	1	0	-2	0.7	2	-0.6	5	8
O=P(OCC1CC1)(c1ccccc1)c1ccccc1	8	5	-10	9	0.0	-2	-1.1	1	1
COc1ccc(CCNC(=O)c2cccnc2)cc1OC	-19	0	5	-5	0.6	-3	0.4	-10	-4
CCOc1cccc(=O)c2c(C)n(C)c(C)c12	-4	1	14	1	0.2	-1	1.3	8	-1

Next section.
Structure | D1 antagonist | D1 agonist | RXFP1 antagonist | TRHR PAM | D2 ag | D1 potentiator | TRHR ag | D2 antagonist | D2 potentiator
COc1cc(OC)cc(C(=O)OCC(=O)NCc2ccco2)c1 | 1 | 7 | 1 | -2 | -0.4 | x | 0.5 | -10 | -9
CCCCCNCC(=O)Nc1cccc(C(=O)Nc2cccc(C(F)(F)F)c2)c1 | -17 | 25 | u | -5 | 1.3 | -5 | 3.9 | 11 | -7
O=C(O)c1ccccc1NCN1C(=O)C2CC=C(Cl)CC2C1=O (stereo unspecified) | 17 | 4 | 1 | -5 | 0.7 | -3 | 0.1 | -14 | -4
O=C(COC(=O)c1cccnc1Nc1ccccc1F)NCCN1C(=O)CSC1=O | 5 | 1 | 8 | -1 | -1.9 | -4 | -0.4 | -6 | -10
N#C/C(=C\c1cc(Br)ccc1F)C(=O)NC1CC1 | -8 | 0 | -14 | 4 | -0.5 | -12 | 0.4 | 6 | 7
COc1ccc2nc(N3CCN(C(=O)c4ccc5ncsc5c4)CC3)sc2c1 | -7 | 8 | 2 | -1 | 0.5 | 0 | 0.5 | -5 | 21
CSc1ccc(-c2nc(O)c3cnccn23)cc1 | 2 | 0 | -6 | -2 | -0.4 | -3 | 0.1 | 6 | -2

One compound at a time, as listed above.
COc1cc(OC)cc(C(=O)OCC(=O)NCc2ccco2)c1 in the list: D1 antagonist: 1; D1 agonist: 7; RXFP1 antagonist: 1; TRHR PAM: -2; D2 ag: -0.4; D1 potentiator: x; TRHR ag: 0.5; D2 antagonist: -10; D2 potentiator: -9
COc1ccc2nc(N3CCN(C(=O)c4ccc5ncsc5c4)CC3)sc2c1 in the list: D1 antagonist: -7; D1 agonist: 8; RXFP1 antagonist: 2; TRHR PAM: -1; D2 ag: 0.5; D1 potentiator: 0; TRHR ag: 0.5; D2 antagonist: -5; D2 potentiator: 21
